Screening data (PubChem)
Tau fibril FP – tau fibrillization inhibition (FP); P10636; K18 P301L tau heparin fibrillization, Alexa594 FP, 6 h; Potency, µM (top dose mostly 57.7 µM), inactives show top-dose activity, negative = inhibition, hits mostly inhibitors; 280,000 tested, 0.39% active; further: on the % scale 0 is the no-effect control and ±100 the full control effect; nearly all actives have a fitted effect of over 55% in size
Target sequence (P10636 561-689 P618L limits assumed): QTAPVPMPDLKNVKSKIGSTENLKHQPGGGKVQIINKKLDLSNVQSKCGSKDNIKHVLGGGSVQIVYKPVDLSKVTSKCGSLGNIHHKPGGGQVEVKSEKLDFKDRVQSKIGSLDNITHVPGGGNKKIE
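Quantitative HTS format: compounds meet 15 uM recombinant K18 P301L tau and Alexa 594-tau tracer in 100 mM sodium acetate pH 7; 20 uM heparin triggers fibrillization at 37 C over 6 hr; FP gives the signal.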
GAA glycogen mod – alters human alpha-glucosidase cleavage of glycogen | recombinant GAA, glycogen substrate, Amplex Red glucose oxidase fluorescence | P10253 | AID 2100 | Potency, µM (top dose mostly 76.4 µM), without a hit: top-dose activity change, negative = inhibition, hits mostly inhibitors | 300,000 tested, 0.38% active;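 further: 0% = full enzyme reaction and -100% = no-enzyme basal signal; the screen sought inhibitors and activators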
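Natural-substrate format: glycogen cleavage by 4 nM human enzyme, glucose read by Amplex Red coupling (Ex 573, Em 610 nm). Normalized to enzyme and no-enzyme controls.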
Tau fluor cs – counter-screen for tau fibril formation inhibitors. Potency, µM (doses to about 57.7 µM), without a hit: at the top dose activity change, negative = decrease. AID 1463. 280,000 tested, 0.93% active. tau K18 P301L Alexa594 fluorescence, heparin fibrillization; further: on the % scale 0 is the no-effect control and ±100 the full control effect; nearly all actives have a fitted effect of over 55% in size
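Human tau K18 P301L (15 uM unlabeled, 0.24 uM Alexa 594-labeled) in 100 mM sodium acetate pH 7 with 20 uM heparin, 6 hr at 37 C. ThT 30 uM added, 1 hr ambient; Alexa 594 FP and total fluorescence read at 555/632 nm.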
Tau fibril ThT – blocks human tau fibril formation measured by thioflavin T; Potency, µM (titrated, usually from 57.4 µM), without a hit: at the top dose activity, negative = inhibition, actives largely listed as inhibitors; recombinant tau K18 P301L, heparin-induced fibrillization, ThT fluorescence; 270,000 tested, 2.1% active; P10636; further: on the % scale 0 is the no-effect control and ±100 the full control effect; nearly all actives have a fitted effect of over 55% in size
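ThT emission at 510 nm, taken 1 hr after adding 30 uM dye, quantifies aggregates formed when 20 uM heparin acts on human tau K18 P301L for 6 hr at 37 C.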
GAA inh – alpha-glucosidase (human) inhibition | P10253 | purified human GAA, 4-MU-alpha-glucoside fluorescence | Potency, µM (titrated, usually from 76.9 µM), inactives show top-dose activity change, negative = inhibition, actives largely listed as inhibitors | 200,000 tested, 0.005% active | AID 1466;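 further: plate controls were uninhibited enzyme wells for no effect and no-enzyme background for full effect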
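Fluorogenic assay: 4 nM human alpha-glucosidase with 400 uM 4-methylumbelliferyl-alpha-D-pyranoside in 50 mM citrate/phosphate, 0.005% Tween-20, pH 5.0, 20 min at room temperature. Compounds tested up to 77 uM; AC50 from Hill fits.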
aGlu spleen mod – inhibitors or activators of human alpha-glucosidase in spleen homogenate. human spleen homogenate, 4-MU-alpha-glucoside fluorescence. Potency, µM (titrated, usually from 79.9 µM), inactives show at the highest dose activity change, negative = inhibition, usual class: inhibitors. 240,000 tested, 0.006% active;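 further: 0% = enzyme with vehicle and -100% = no enzyme basal signal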
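Human spleen homogenate (1 ug) incubated with compounds and 1 mM 4-methylumbelliferyl-alpha-D-glucopyranoside in pH 5.0 citrate/phosphate buffer, 37 C, 40 min. Stopped at pH 10; 4-MU fluorescence (Ex 365/Em 440 nm); AC50 by Hill fit.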
GLA spleen mod – inhibitors or activators of human alpha-galactosidase in spleen homogenate; AID 2107; human spleen homogenate, 4MU-alpha-Gal fluorescence, 40 min; Potency, µM (doses to about 80 µM), without a hit: top-dose activity change, negative = inhibition, actives largely listed as inhibitors; P06280; 240,000 tested, 0.008% active;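 further: 0% = enzyme with vehicle and -100% = no enzyme basal signal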
Target sequence (P06280 32-429 limits assumed): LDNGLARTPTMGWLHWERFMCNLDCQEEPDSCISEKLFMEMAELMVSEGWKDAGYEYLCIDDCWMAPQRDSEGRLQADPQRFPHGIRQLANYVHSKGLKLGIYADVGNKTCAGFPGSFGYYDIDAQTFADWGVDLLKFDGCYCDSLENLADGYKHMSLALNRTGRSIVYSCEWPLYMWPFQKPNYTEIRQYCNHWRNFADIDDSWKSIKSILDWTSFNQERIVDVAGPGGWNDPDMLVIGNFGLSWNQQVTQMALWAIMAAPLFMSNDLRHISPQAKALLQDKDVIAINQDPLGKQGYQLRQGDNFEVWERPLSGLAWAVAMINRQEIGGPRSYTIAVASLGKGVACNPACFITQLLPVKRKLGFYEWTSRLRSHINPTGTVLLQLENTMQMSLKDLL
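Inhibition or activation of alpha-galactosidase in human spleen homogenate is scored by 4-MU fluorescence after 40 min at 37C, pH 5.0, with 1 mM substrate. AC50s come from concentration-response fitted to the Hill equation.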
HTT ATP protect – protects HTT-Q103 PC12 cells, measured by ATP; PC12 HTT-Q103 induced, cytoprotection, ATP luminescence, 40 h; Potency, µM (series often up to 56.4 µM), for the others: cytoprotection (ATP increase), usual class: activators; 230,000 tested, 0.14% active; AID 1471;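 further: % of control where 0% means no effect; nearly all actives have a fitted effect of over 45% in size; toxic huntingtin expression switched on by the ecdysone agonist tebufenozide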
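Stable PC12 Q103-GFP cells in serum-supplemented, phenol red-free DMEM; induction by tebufenozide at 100 nM final; compound dose series; cell viability quantified luminescently from ATP.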
Active calls of the source: *; ? = inconclusive; . = no result given; [ ] = dose if it differs, or a comment. The call rests on the fitted dose curve; in most records, active means well fitted curve in the direction sought with a large enough effect; inconclusive means small, poorly fitted or top-dose-only effect, or another doubt; inactive means no such curve, though single readings can be large; an effect the other way counts as inactive or inconclusive. Potency means the concentration at half of the fitted maximal effect.

Molecule | Tau fibril FP | GAA glycogen mod | Tau fibril ThT | GLA spleen mod | GAA inh | aGlu spleen mod | Tau fluor cs | HTT ATP protect
CCCn1c(=C(C#N)C#N)s/c(=C2\C=Cc3ccccc3N2CC)c1=O | 9% | 0% | ? | -1% | -2% | -9% | -9% | -18%
O=C(CSc1nnc(-c2ccccc2)o1)NC1CCCCC1 | 0% | -1% | 0% | -4% | -7% | -6% | 2% | -11%[0.074 µM]
CC(C)(C)Sc1ccc([N+](=O)[O-])cc1C(=O)Nc1ccncc1 | -8% | -4% | -17% | -2% | . | 2% | -23% | 15%[10 µM]
O=C(NCc1ccc[n+](CCCCS(=O)(=O)[O-])c1)c1ccc(OC(F)F)cc1 | 8% | 1% | 5% | -11% | 2% | -7% | 7% | ?
COc1ccc(CNC(=O)C2CSC(=O)C2)cc1 (configuration not stated) | 3% | -2% | 2% | -4% | -7% | -8% | 2% | 8%
COC(=O)c1ccc(-c2ccco2)n1Cc1cccc(C)c1 | 0% | -8% | -17% | -4% | ? | -7% | -15% | 8%
Cc1ccc(NC(=O)Cn2c(-c3ccc(F)cc3)cnc2SCC(=O)Nc2c(C)cccc2C)cc1 | -5% | -1% | -2% | 8% | 3% | -10% | -10% | -6%[10 µM]
COc1ccc(NC(=O)Cn2ncc3c4ccccc4n(Cc4ccccc4)c3c2=O)cc1OC | 1% | 13%[76.3 µM] | -5% | . | . | . | -19% | .
CC(=O)c1n[nH]nc1NC(=O)c1ccccc1 | 9% | 5% | -10% | 2% | -3% | -4% | -8% | 5%[10 µM]
CCOC(=O)Cc1nnc(NC(=O)CSc2ccc(C)cc2)s1 | 0% | -3% | -5% | -7% | 9% | -4% | -5% | 4%
CC1Cc2ccccc2N1C(=O)Cn1c(=O)oc2cc(S(=O)(=O)N3CCCCC3)ccc21 (configuration not stated) | 7% | -15% | -5% | 7% | -9% | 10% | -18% | -2%
Cn1c(-c2nnn(-c3ccc(F)cc3)n2)cc2ccccc21 | 10% | 8% | ? | 2% | . | 1% | -17% | -10%[10 µM]
CCCCNC(=O)CCn1c(=O)c2ccccc2n(CC(=O)NCCc2ccc(OC)c(OC)c2)c1=O | 7% | 7% | 0% | -4% | ? | 1% | 1% | 11%
COc1ccc(S(C)(=O)=O)cc1S(C)(=O)=O | 2% | 9% | -3% | -18% | -3% | -4% | 5% | 13%
Cc1ccc(-n2nnnc2-c2cnn(-c3ccc(F)cc3)c2C(F)(F)F)cc1 | -6% | -4% | -8% | 1% | -9% | 0% | -18% | ?
O=C(C[n+]1ccc(-c2nnc3n2CCC3)cc1)c1ccc(Cl)c(Cl)c1 | 0% | 4% | 6% | 7% | -2% | 5% | 0% | -16%[10 µM]
CCC1(Cc2ccccc2)NC(=O)c2ccccc2O1 (configuration not stated) | 1% | 5% | -2% | 3% | -3% | -1% | -6% | -55%[inhibitor]
COc1ccc(-c2nc(CSc3nc4ncccc4[nH]3)c(C)o2)cc1OC | 0% | -9%[76.3 µM] | -14% | . | . | . | -1% | .
CC(NC(=O)Cc1ccc([N+](=O)[O-])cc1)c1ccc2c(c1)OCO2 (configuration not stated) | 0% | 2% | . | -1% | . | 0% | -10% | 8%[10 µM]
Cc1ccc(S(=O)(=O)N2CCCC2C(=O)NCCc2ccccc2)cc1 (configuration not stated) | -6% | -5% | -8% | 7% | 1% | 7% | -14% | 21%[10 µM]
Nc1cc(=O)[nH]c(SCC(=O)NC2CCCc3ccccc32)n1 (configuration not stated) | 0% | 9% | . | -8% | . | 1% | -15% | -4%[10 µM]
O=C(CSCc1c(F)cccc1Cl)Nc1cccnc1 | 3% | 18% | -4% | -9% | 2% | 2% | -5% | -12%
CCCC(=O)Nc1ccc(C(=O)N/N=C/c2ccc([N+](=O)[O-])o2)cc1 | -5% | -3% | 8.9µM* | -9% | -9% | -4% | -21% | 1%[0.074 µM]
O=C(c1ccc(Cn2cc(Br)cn2)o1)n1cccn1 | 0% | 2% | -12% | 5% | 4% | 1% | -8% | 12%[10 µM]
CC1CCCCC1NC(=O)COn1nnc2ccc(Cl)cc21 (configuration not stated) | 2% | -9% | -7% | 6% | -4% | 5% | -13% | 18%[10 µM]
CCOC(=O)c1cc2c(nc1N)CC(C)(CC)OC2 (configuration not stated) | 10% | 0% | -5% | 11% | ? | 4% | -8% | -17%
Cc1ccc(S(=O)(=O)N(C)CC(=O)N2CCN(c3ccccn3)CC2)cc1 | 3% | -1% | -7% | -3% | 0% | -5% | 3% | 4%
CCNc1nc(Oc2ccc(C(=O)OC)cc2)nc(N(C)C)n1 | 4% | 2% | 7% | 1% | 0% | -4% | 6% | -24%[10 µM]
N=c1c2c(-c3ccccc3)c(-c3ccccc3)oc2ncn1CCN1CCOCC1 | 0% | -19% | ? | 12% | -13% | -1% | -11% | -34%[inhibitor][0.074 µM]
COc1ccc(NC(=O)C(=O)N2N=C(C(C)C)CC2(O)C(F)(F)F)cc1 (configuration not stated) | 2% | 6% | -5% | 2% | 0% | 0% | 6% | 15%
COc1ccc(/C=C/CN2CCC(CO)(Cc3ccccc3Cl)CC2)cc1 | 7% | -15% | 14% | 4% | 8% | 3% | 16% | 20%[10 µM]
O=C(CS(=O)c1ccc(C(F)(F)F)cc1[N+](=O)[O-])Oc1ccccc1 (configuration not stated) | -1% | 5% | 3% | 8% | 1% | 0% | -10% | -7%
Cc1cc(NC(=O)CSc2nccn2C)no1 | 1% | 13% | 9% | -1% | 0% | -2% | 8% | .
C(=N\Nc1nc(N2CCCC2)nc(N2CCCC2)n1)/c1ccccc1OCc1ccccc1 | -2% | -22% | 5% | 2% | -12% | 10% | 2% | -12%
CCc1nc(SCCO)c2oc3ccccc3c2n1 | -4% | 5% | -2% | 7% | -1% | 4% | -7% | -16%
O=C(c1nc2ccccn2c1CNCCOc1cccnc1)N1CCOCC1 | 1% | 7% | -1% | 1% | . | 1% | 7% | 13%[10 µM]
CCc1cc2c(SCC(=O)NC(=O)c3cccn3C)ncnc2s1 | 3% | 17% | -8% | -6% | 5% | -8% | -3% | -1%[10 µM]
CCOc1ccccc1N(CC(=O)Nc1ccc(C)cc1)S(C)(=O)=O | -1% | -1% | -10% | 6% | -9% | 6% | -4% | -5%
COc1ccc(N=C(N)N=C(N)N)c(OC)c1 | -8% | -1% | 10% | 7% | 14% | 3% | 1% | -9%[10 µM]
Cc1ccnc(Nc2nc(-c3c(C)nc4sccn34)cs2)c1 | 7% | -19% | 7.9µM* | 1% | -5% | -4% | 14µM*[quencher] | -39%[10 µM]
O=P(c1ccccc1)(c1ccccc1)c1nc(-c2ccc(Cl)cc2)oc1N1CCOCC1 | -10% | -6% | ? | 5% | 4% | -1% | -23% | -19%
COc1cc(C(=O)Nc2ccc(NC(=O)c3ccc(Br)cc3)cc2)cc(OC)c1OC | -14% | 8%[76.3 µM] | -15% | . | . | . | -14% | .
COc1ccc(CC2(C)OC(c3ccccc3)=NN2C(C)=O)cc1 (configuration not stated) | 5% | -3% | -2% | 8% | -8% | -5% | -9% | .
CC1CCc2c(sc3ncnc(NS(=O)(=O)c4cccs4)c23)C1 (configuration not stated) | 0% | 4% | -10% | -8% | 2% | . | -9% | -26%
O=C(NC1CCCCC1)N(Cc1nc2ccccc2c(=O)[nH]1)C1CCCC1 | -2% | 13% | -14% | -3% | -2% | -4% | -12% | -26%[10 µM]
COc1ccc(C(=O)OCC[N+]2(C)CCCCC2)cc1 | -2% | 9% | -1% | 5% | -2% | -2% | -1% | -14%
COc1ccc(CC(=O)Nc2ccc3nc(SC)sc3c2)cc1OC | 1% | 7% | -9% | -4% | 6% | 6% | -15% | -28%
CCOc1ccc(N2C(=O)CC(N(CCc3ccc(OC)cc3)C(=O)/C=C/C(=O)O)C2=O)cc1 (configuration not stated) | 4% | -3% | 0% | -4% | 14% | 4% | 4% | .
CCN(CC)C(=O)CSc1nc2c(sc(=S)n2Cc2ccco2)c(=O)n1-c1ccccc1 | 1% | -5% | ? | 4% | -5% | -2% | -13% | -17%
C=C(C)c1cccc(C(C)(C)NC(=O)NC2CC(C)(C)NC(C)(C)C2)c1 | -1% | 20% | -4% | -3% | 5% | 0% | 6% | .
CCOC(=O)c1c(NC(=O)CSc2nnc(C)c(=O)[nH]2)sc(C)c1C | 3% | 15% | 2% | 9% | -9% | 4% | -4% | .
Cc1nc(C(=O)NCc2ccccc2)sc1C1(C)CC(c2cccc([N+](=O)[O-])c2)=NO1 (configuration not stated) | 17% | -1% | -15% | -8% | . | -1% | ? | 11%[10 µM]
C=CCSc1nc(=O)n2ccc(C)cc2n1 | -1% | 3% | ? | 6% | -11% | 7% | -16% | 0%
CCCCOC(=O)Nc1nnc(SCCOc2ccc(C)cc2)s1 | 9% | -3% | -4% | 1% | -6% | 3% | 1% | 34%[10 µM]
O=[N+]([O-])c1ccc(/C=N/Nc2cc(Cl)nc(-c3ccccc3)n2)cc1 | -6% | 3% | -19% | 6% | -2% | -7% | ? | 18%
COCCNc1nnc(SCC(=O)c2c[nH]c3ccccc23)s1 | 8% | -6% | -6% | -1% | 4% | -4% | -22% | -9%[10 µM]
CCC(C(=O)OCCN(CC)CC)c1ccccc1 (configuration not stated) | 4% | 8% | -8% | -10% | -4%[15.4 µM] | -5% | -4% | -12%
